# High-throughput results deposited in PubChem by several laboratories.
# Rab7 wt GTP bind – modulators of GTP binding to dog Rab7 wildtype GTPase | GST-Rab7 beads, fluorescent GTP binding, flow cytometry; actives lie on both sides; untreated = 100%, excess cold GTP = 0% | GTP binding activity (percent of control), % at 10 µM | 0.055% of 190,000 active | AID 758;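 active = fluorescent GTP binding to Rab7 beads changed by at least 20 points from the 100% baseline, either direction, mostly lower; inconclusive = compound itself probably fluorescent, or too few beads counted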;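 note: median green fluorescence of bound Bodipy-FL-GTP per Rab7 bead population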
# Mcl-1 Bim block – inhibitors of Bim-Mcl-1 interaction, human; 0.1% of 190,000 active; Bead-based flow cytometry, Bim peptide-Mcl-1 binding; AID 1009; Q07820; inhibition, % at 10 µM; in the data active = inhibition above about 40%;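 note: 0% = no compound tracer wells and 100% = peptide blocker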
# Target sequence (Q07820 whole entry, looked up): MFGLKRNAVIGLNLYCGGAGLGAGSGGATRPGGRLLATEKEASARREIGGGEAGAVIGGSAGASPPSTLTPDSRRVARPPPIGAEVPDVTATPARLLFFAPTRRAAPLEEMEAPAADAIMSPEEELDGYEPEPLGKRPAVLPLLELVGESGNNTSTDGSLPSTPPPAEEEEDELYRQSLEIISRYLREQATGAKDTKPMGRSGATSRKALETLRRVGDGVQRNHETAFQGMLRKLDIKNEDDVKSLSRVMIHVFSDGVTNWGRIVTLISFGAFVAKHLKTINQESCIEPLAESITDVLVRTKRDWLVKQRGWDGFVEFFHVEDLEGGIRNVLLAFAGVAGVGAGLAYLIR
# HRas wt GTP bind – changes GTP binding to wildtype human HRas; P01112; GST-Ras wt beads, Bodipy-FL-GTP binding, flow cytometry; actives lie on both sides; GTP binding activity, % at 10 µM; 0.14% of 190,000 active; AID 759;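 active = GTP binding activity at least 20% away from the 100% baseline, either lowered as inhibitor or raised as activator; inconclusive = flagged as likely green fluorescent, judged across all proteins in the well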;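 note: 0% = unlabeled GTP competition control and 100% = no-compound control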
# Target sequence (P01112 whole entry, looked up): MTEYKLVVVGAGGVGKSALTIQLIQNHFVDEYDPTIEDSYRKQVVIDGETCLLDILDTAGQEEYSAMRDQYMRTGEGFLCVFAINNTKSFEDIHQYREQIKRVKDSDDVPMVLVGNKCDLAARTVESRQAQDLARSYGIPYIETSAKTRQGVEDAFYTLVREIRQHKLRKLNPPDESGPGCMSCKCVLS
# Rac1 act GTP bind – alters GTP binding to activated mutant human Rac1; P63000; GST-Rac1 activated beads, fluorescent GTP binding, flow cytometry; actives lie on both sides; 100% means binding = to untreated wells; percent activity (GTP binding), % at 10 µM; 0.11% of 190,000 active;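 active = GTP binding at least 20 percentage points away from the 100% baseline, in either direction, so actives lie on both sides; inconclusive = Compound likely fluorescent itself, or too few beads counted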
# Mcl1 Noxa PPI – Mcl-1/Noxa interaction inhibition; Q07820; TR-FRET Mcl-1/Noxa peptide binding, 2 h; inhibition, % at 21.7 µM; 1.5% of 220,000 active; AID 1022;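 active = compounds that cut the protein-peptide binding signal by more than 50% relative to plate controls in a single-dose test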;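 note: His-tagged Mcl-1 with rhodamine Noxa BH3 peptide and terbium anti-His antibody; 0% = Mcl-1 plus Noxa peptide wells and 100% = peptide-only wells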
# Cdc42 wt – changes GTP binding to wildtype human Cdc42 | 0.2% of 190,000 active | GST-Cdc42 beads, Bodipy-GTP binding, flow cytometry; actives lie on both sides | percent activity (GTP binding), % at 10 µM | AID 761 | P60953;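 active = percent activity GTP binding at least 20 points away from the 100% baseline, either down as inhibitor or up as activator; inconclusive = compound flagged as likely green fluorescent from well-wide comparison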;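 note: median bead fluorescence of bound Bodipy-FL-GTP at 100 nM; 0% = excess unlabeled GTP control and 100% = no compound control; below 100% means less GTP binding so inhibitor and above means activator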
# Target sequence (P60953 whole entry, looked up): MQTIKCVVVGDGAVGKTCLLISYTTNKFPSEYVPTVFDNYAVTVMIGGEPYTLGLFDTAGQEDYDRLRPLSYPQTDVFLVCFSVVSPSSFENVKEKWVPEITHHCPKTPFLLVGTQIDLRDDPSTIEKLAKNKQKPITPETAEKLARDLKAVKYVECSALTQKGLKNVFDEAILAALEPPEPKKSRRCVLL
# RGS8-Gao reg – human RGS8-Galphao interaction regulation. multiplexed bead flow cytometry, RGS8-Galphao binding; actives lie on both sides. response (percent of control binding), % at 10 µM. AID 1423. 0.34% of 220,000 active; in the data active = response below about 60% or above about 140%; inactive = in between;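 note: Galphao activated as the GDP aluminium fluoride complex binding bead-coupled RGS8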
# Target sequence (P09471 whole entry, looked up): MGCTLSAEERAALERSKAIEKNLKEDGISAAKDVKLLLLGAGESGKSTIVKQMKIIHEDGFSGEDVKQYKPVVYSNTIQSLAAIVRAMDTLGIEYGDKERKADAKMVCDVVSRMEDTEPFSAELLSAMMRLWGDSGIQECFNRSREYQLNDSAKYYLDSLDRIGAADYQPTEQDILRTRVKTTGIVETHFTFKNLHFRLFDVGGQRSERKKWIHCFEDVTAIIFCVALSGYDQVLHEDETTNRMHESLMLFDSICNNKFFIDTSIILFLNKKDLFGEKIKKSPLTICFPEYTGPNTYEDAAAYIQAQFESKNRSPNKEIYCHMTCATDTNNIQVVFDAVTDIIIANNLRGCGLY
# Rac1 wt modul – human Rac1 wildtype GTP binding, inhibitors and activators; GST-Rac1 beads, fluorescent GTP binding, flow cytometry; actives lie on both sides; 0 = cold GTP competed, 100 = untreated; AID 757; 0.27% of 190,000 active; GTP binding activity (% of control), % at 10 µM;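 active = GTP binding activity at least 20 points away from the 100% control level, either lower or higher; inconclusive = compound flagged as likely green fluorescent, judged across all proteins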
# Rab2A wt mod – changes GTP binding to wildtype dog Rab2A, up or down; P61105; GST-Rab2 wt beads, Bodipy-GTP binding, flow cytometry; GTP binding activity, % at 10 µM; 0.19% of 190,000 active;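 active = GTP binding activity at least 20 points away from 100%, either lowered or raised; inconclusive = signal likely due to the compound's own green fluorescence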;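 note: 0% = beads with excess unlabeled GTP and 100% = no-compound control corrected for plate trend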
# Pf gametocyte – inhibitors of late stage P. falciparum gametocyte viability | inhibition, % at 10.9 µM | 0.065% of 150,000 active | AID 743093 | P. falciparum stage V gametocytes, ATP luminescence, 24 h;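 active = inhibition above the mean plus 3 SD of compounds within the control limits, set per campaign, cut at about 38% in these data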;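 note: 0% = DMSO wells and 100% = medium only without gametocytes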
# Mcl1-Bid inh – disrupts binding of human Mcl-1 to Bid peptide; inhibition, % at 21.7 µM; TR-FRET Mcl-1/Bid-Dy647 peptide binding, 1536-well; 0.97% of 220,000 active; Q07820;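 active = compounds that cut the binding signal by more than half at the single screening dose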;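 note: His-tagged Mcl-1 with europium anti-His antibody binding Bid BH3 peptide; 0% = Mcl-1 plus peptide wells and 100% = peptide-only wells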
# Active calls of the source: *; ? = inconclusive; · = not tested or not shown.
SMILES	Rab7 wt GTP bind	Mcl-1 Bim block	HRas wt GTP bind	Rac1 act GTP bind	Mcl1 Noxa PPI	Cdc42 wt	RGS8-Gao reg	Rac1 wt modul	Rab2A wt mod	Pf gametocyte	Mcl1-Bid inh
COC(=O)c1cnn(-c2ccccc2)c1-n1cccc1C=O	96	-2	99	99	7	98	104	100	97	·	-1
COc1ccccc1C(=O)C1CCCN(Cc2cccc3nccnc23)C1 (stereo not given)	105	-2	102	98	18	100	104	103	102	-19	-39
CCOc1cc2[nH]c(=O)n(CCCCCC(=O)NCc3ccco3)c(=O)c2cc1OCC	101	-3	100	100	19	102	100	103	100	6	10
O=C(CSc1cccc(C(F)(F)F)c1)NC(=O)c1ccccc1	?	-6	?	?	-9	?	101	?	?	-2	-19
CCOc1ccc(OCCNC2CCCC2)cc1	96	0	103	98	19	104	100	100	103	-20	1
Cc1nonc1C1CCCN1C(=O)c1cc(COc2ccc(F)cc2Cl)on1 (stereo not given)	106	-1	101	97	12	98	103	101	100	8	-8
O=C(COc1ccc2c(c1)CCC2)NCc1ccccc1	103	-7	99	98	2	100	104	101	96	-14	-20
CCCc1cc(=O)n2[nH]c(-c3ccccc3)cc2n1	93	-7	99	101	-1	105	97	113	99	20	-20
CC(=O)Nc1cc(OC(=O)c2ccco2)cc(OC(=O)c2ccco2)c1	101	0	100	99	13	101	97	102	100	-13	-11
C=C(C)CN(CC)C(=O)CC1C(=O)NCCN1C (stereo not given)	97	0	101	98	5	98	93	101	98	16	-23
Cc1cc(N2CCN(c3ccccc3)CC2)n2nnnc2n1	100	-1	102	101	-2	105	102	101	102	-7	-8
Clc1ccc(C2=Nc3cc(Cl)ccc3OC2)cc1	93	-2	96	95	9	98	98	98	95	·	-17
NC(=S)N/N=C1\CC(n2nnnc2-c2ccccc2Cl)C2COC1O2 (stereo not given)	99	-2	99	98	19	99	101	102	99	23	-29
CCN1C(=O)N(C)C(N(O)C(=O)NC)C1(C)C (stereo not given)	104	3	102	98	10	102	110	107	103	-23	2
O=C(NCC(=O)N(c1cccnc1)C(C(=O)NC1CCCC1)c1ccco1)c1cccs1 (stereo not given)	100	-5	105	97	15	101	101	110	101	-21	-6
COc1cc(-c2nnc(Sc3ccc(C(F)(F)F)cc3[N+](=O)[O-])o2)cc(OC)c1OC	95	-7	98	96	14	100	103	101	96	-14	-17
CN(C)S(=O)(=O)Oc1ccsc1C(=O)Nc1ccc(Br)cc1	104	-1	100	93	-13	96	104	97	96	·	2
CCc1ccc(NC(=O)C2CCN(S(C)(=O)=O)CC2)cc1	99	-1	102	100	20	102	100	103	101	·	-6
O=C(O)CCc1ccc(-c2cccs2)n1CC(=O)Nc1ccccc1C(F)(F)F	95	0	96	95	-11	97	102	100	97	-20	-41
O=[N+]([O-])c1ccc(N2CCN(S(=O)(=O)c3ccc(Cl)cc3)CC2)cc1NCC1CCCO1 (stereo not given)	100	0	104	99	-14	104	100	102	105	·	3

# (listing goes on)
SMILES	Rab7 wt GTP bind	Mcl-1 Bim block	HRas wt GTP bind	Rac1 act GTP bind	Mcl1 Noxa PPI	Cdc42 wt	RGS8-Gao reg	Rac1 wt modul	Rab2A wt mod	Pf gametocyte	Mcl1-Bid inh
CCCCCc1c(O)nc(SCCN2CCOCC2)[nH]c1=O	100	-1	99	96	5	93	102	107	95	-2	-48
Cc1cc(C(=O)O)ccc1N/C=C1\CCCC(C)C1=O (stereo not given)	96	3	95	97	-1	97	104	98	97	·	-43
O=C(C1CCCN(S(=O)(=O)c2cccs2)C1)N1CCN(C2CCCCC2)CC1 (stereo not given)	98	0	101	101	14	102	107	103	101	25	-3
O=C(/C=C/c1cccc([N+](=O)[O-])c1)NCc1cccnc1	105	0	104	104	12	104	97	108	104	5	-26
COc1ccc(/C=N/NC(=O)c2sc(C)nc2C)cc1	102	0	97	96	6	95	99	95	97	-15	-16
COc1ccc(CCNC(=O)c2noc3c2CCCC3)cc1OC	100	-1	102	101	0	107	99	106	102	14	-12
CN(C(=O)c1ccccc1C(=O)OCC(=O)NC(=O)NC(C)(C)C)C1CCCCC1	101	0	93	93	18	89	100	92	96	-30	-18
N#C/C(C(=O)N1CCOCC1)=C1\Nc2ccccc2S1	102	-2	101	98	1	100	98	100	101	-29	11
CN(NC(=O)CN1C(=O)c2ccccc2C1=O)C1=NS(=O)(=O)c2ccccc21	103	-19	99	93	12	96	100	101	96	12	2
O=C(NCc1ccco1)C1CCC(CNS(=O)(=O)c2cccc3cccnc23)CC1 (stereo not given)	94	-1	97	98	5	100	100	100	101	·	-28
COC(=O)CCC(=O)Nc1ccc(NC(C)=O)cc1	91	-1	97	95	-6	98	101	97	97	1	-25
Cc1nn(C(C)C(=O)N2CCOCC2)c(C)c1[N+](=O)[O-] (stereo not given)	100	-7	102	97	0	104	100	104	100	·	-65
O=C(Nc1nc(-c2ccc3c(c2)Cc2ccccc2-3)cs1)c1ccccc1	94	1	95	97	1	97	94	99	96	1	-9
CCn1c(C)nc2cc(C(=O)N/N=C/c3ccc(OC)cc3)ccc21	97	1	98	98	9	99	104	98	98	-6	-31
C/C(N)=C(/C#N)C(=O)CSc1cc(C)c2ccccc2n1	92	-1	96	94	2	96	100	99	94	·	-2
COc1ccc2[nH]c(=O)c(CN(C(C)=O)C3CCCCC3)cc2c1	101	3	103	99	8	104	109	103	102	11	10
COc1ccccc1/C=N/NC(=S)Nc1cccnc1	100	-2	91	91	-10	90	90	90	91	-10	-22
c1ccc(CSc2nncn2-c2ccccn2)cc1	101	-2	100	100	-3	104	103	102	102	9	22
Cc1cccc(N2CN(Cc3cccnc3)CNC2=S)c1	104	-2	100	100	5	99	104	103	98	-14	-81
COCCCNc1oc(-c2ccccc2F)nc1C#N	99	0	100	98	6	98	100	103	98	·	-27

# (continued)
SMILES	Rab7 wt GTP bind	Mcl-1 Bim block	HRas wt GTP bind	Rac1 act GTP bind	Mcl1 Noxa PPI	Cdc42 wt	RGS8-Gao reg	Rac1 wt modul	Rab2A wt mod	Pf gametocyte	Mcl1-Bid inh
CC(=O)N1CCc2cc(C(=O)CN3CCN(C(=O)c4ccco4)CC3)ccc21	100	-8	98	97	5	99	101	103	97	·	-11
Cc1ccc(CNC(=O)COC(=O)CCCOc2ccc(Cl)cc2Cl)cc1	99	-2	98	100	-10	101	100	100	97	-23	-12
COCCNC(=S)NCCc1ccc(Cl)cc1Cl	104	0	97	96	-1	96	100	99	98	2	-56
Cc1c([N+](=O)[O-])cc(S(=O)(=O)Nc2ccncc2)cc1[N+](=O)[O-]	100	0	98	92	-28	94	103	94	98	9	-20
CCOC(=O)C1CCCN(C(=O)c2sc3nc(-c4ccccc4)cn3c2C)C1 (stereo not given)	100	-2	101	99	-2	101	86	103	100	·	-19
O=C(NC(=S)Nc1ccccc1N1CCCCC1)c1ccccc1	100	-2	99	99	12	101	102	101	100	-16	-28
O=C(O)c1nn(-c2ccccc2)nc1-c1nn(-c2ccccc2)nc1C(=O)O	95	0	90	87	11	88	96	90	90	·	-3
COc1ccc(/C=N/n2c(N)c(S(=O)(=O)c3cccs3)c3nc4ccccc4nc32)cc1OC	75*	17	56*	74*	8	61*	91	57*	49*	9	10
CSc1ccccc1NC(=O)CN(Cc1ccccc1)S(C)(=O)=O	95	-1	97	96	21	97	100	98	96	·	-22
C=CCSC1=C(C#N)C(c2ccccc2OC)CC(=O)N1 (stereo not given)	105	-1	105	100	0	106	102	102	104	-12	-24
O=C(CCSc1ccccc1)N1CCN(c2ccccc2F)CC1	109	-2	100	95	12	99	100	99	97	4	-14
CC1CN(C(=O)C(C)N2CCN(c3ccccc3Cl)CC2)CC(C)O1 (stereo not given)	94	0	94	94	18	94	99	96	95	27	-4
CC1(C)CC(=O)c2sc(NS(C)(=O)=O)nc2C1	102	-2	101	100	23	104	103	105	102	-8	16
CCOC(=O)NC(CC(=O)O)c1ccc(OCC)cc1 (stereo not given)	100	-3	104	101	12	108	97	103	106	·	-12
CC1(C)CC(=O)C(C(c2cccc([N+](=O)[O-])c2)C2C(=O)CC(C)(C)CC2=O)C(=O)C1	101	-2	100	100	3	98	100	101	95	18	-41
O=C(c1ccccc1)c1ccc(N2CCNCC2)cc1	101	-2	101	99	-12	102	91	103	101	·	-4
Cc1cc(N)nc(C)c1C#N	97	0	100	97	1	96	100	101	102	·	-10
CCC(Sc1nnc(-c2ccc(C)c(Cl)c2)n1CC)C(=O)Nc1nccs1 (stereo not given)	100	0	100	94	16	98	100	96	98	10	-92
CCOC(=O)Cn1cc(C=O)c2ccccc21	94	1	100	100	12	99	87	107	100	-7	-23
CC1CC(C)CN(C(=O)CNC(=O)Cn2ccc3ccccc3c2=O)C1 (stereo not given)	103	-3	97	97	2	98	98	98	99	4	-15

# (listing goes on)
SMILES	Rab7 wt GTP bind	Mcl-1 Bim block	HRas wt GTP bind	Rac1 act GTP bind	Mcl1 Noxa PPI	Cdc42 wt	RGS8-Gao reg	Rac1 wt modul	Rab2A wt mod	Pf gametocyte	Mcl1-Bid inh
CC(=O)c1cccc(S(=O)(=O)N(C)C2CCN(C)CC2)c1	97	0	100	98	12	100	103	102	100	-10	7
Cc1ccc(S(=O)(=O)n2cnc3cc([N+](=O)[O-])ccc32)c(C)c1	100	-2	100	99	5	98	101	103	99	4	-4
C=CCn1c(SCC(=O)c2cccs2)nc2sc(CC)cc2c1=O	98	-1	97	96	8	98	102	97	97	9	-6
Cc1cc(C)nc(NS(=O)(=O)c2ccc(NC(=O)c3ccc4c(c3)OCO4)cc2)n1	96	1	98	94	4	98	98	101	97	·	18
O=C(CCCc1ccccc1)NCCN1CCOCC1	98	-5	101	101	12	104	103	107	103	0	-2
Cn1nc(CC(=O)NCc2ccc(F)cc2)c2ccccc2c1=O	101	-1	98	98	7	102	101	101	99	·	-14
COc1ccc(Cl)cc1NC(=O)CCc1ccccc1	99	2	99	94	6	95	103	98	96	31	-28
O=C(Nc1ccc2snnc2c1)N1CCCCC1	102	-3	97	95	8	97	102	100	98	-5	-35
CCNC(=S)Nc1cc(C(=O)N2CCCC2)ccc1N1CCCC1	103	0	100	98	0	100	100	100	102	·	-29

# One compound at a time (already shown). Order of values: Rab7 wt GTP bind	Mcl-1 Bim block	HRas wt GTP bind	Rac1 act GTP bind	Mcl1 Noxa PPI	Cdc42 wt	RGS8-Gao reg	Rac1 wt modul	Rab2A wt mod	Pf gametocyte	Mcl1-Bid inh
# CC(=O)c1cccc(S(=O)(=O)N(C)C2CCN(C)CC2)c1 is listed with 97	0	100	98	12	100	103	102	100	-10	7
# C=CCn1c(SCC(=O)c2cccs2)nc2sc(CC)cc2c1=O is listed with 98	-1	97	96	8	98	102	97	97	9	-6
